Screening data deposited in PubChem by National Center for Advancing Translational Sciences (NCATS).
GLP-1R inv ag: acts as inverse agonist at human GLP-1 receptor. HEK293 GLP-1R CRE-luciferase, luminescence, 24 h; GLP-1R form is constitutively active. Potency, µM (doses to about 38.3 µM), for the others: top-dose activity change, negative = inhibition, hits mostly inhibitors. 1.6% of 410,000 active. AID 624417; further: potency means the concentration at half of the fitted maximal effect; on the % scale 0 is the no-effect control and ±100 the full control effect; nearly all actives have a fitted effect of over 55% in size
Target sequence (P43220 whole entry, looked up): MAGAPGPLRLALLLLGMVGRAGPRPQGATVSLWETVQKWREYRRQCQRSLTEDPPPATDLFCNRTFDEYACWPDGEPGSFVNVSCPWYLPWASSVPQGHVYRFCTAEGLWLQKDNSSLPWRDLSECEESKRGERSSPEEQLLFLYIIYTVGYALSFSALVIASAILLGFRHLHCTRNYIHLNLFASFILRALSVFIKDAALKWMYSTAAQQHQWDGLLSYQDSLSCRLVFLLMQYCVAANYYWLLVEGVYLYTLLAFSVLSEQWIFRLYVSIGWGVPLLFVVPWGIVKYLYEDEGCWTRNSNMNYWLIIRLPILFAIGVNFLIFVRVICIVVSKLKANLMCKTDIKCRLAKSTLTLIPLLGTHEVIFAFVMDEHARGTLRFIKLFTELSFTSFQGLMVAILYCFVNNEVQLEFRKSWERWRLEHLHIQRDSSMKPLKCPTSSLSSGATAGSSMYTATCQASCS
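HEK293 cells stably co-expressing a cAMP-responsive luciferase reporter and constitutively active GLP-1R were seeded, incubated 12 h, then exposed to compounds for 24 h at 37 C. Luminescence was read 12 min after detection reagent; inverse agonists lower signal.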
DRD3 antagonist: D3 dopamine receptor (human) antagonism; AID 652054; max response, negative = inhibition, %; D3R cells, DiscoveRx beta-arrestin luminescence, antagonist mode; hits give low values; 2.5% of 360,000 active; in the data active means max response below about -50%; inconclusive means no clear call, values can overlap the other calls; further: on the % scale 0 is the no-effect control and ±100 the full control effect; mostly tested at two doses, the higher about 12 µM
Target sequence (P35462 whole entry, looked up): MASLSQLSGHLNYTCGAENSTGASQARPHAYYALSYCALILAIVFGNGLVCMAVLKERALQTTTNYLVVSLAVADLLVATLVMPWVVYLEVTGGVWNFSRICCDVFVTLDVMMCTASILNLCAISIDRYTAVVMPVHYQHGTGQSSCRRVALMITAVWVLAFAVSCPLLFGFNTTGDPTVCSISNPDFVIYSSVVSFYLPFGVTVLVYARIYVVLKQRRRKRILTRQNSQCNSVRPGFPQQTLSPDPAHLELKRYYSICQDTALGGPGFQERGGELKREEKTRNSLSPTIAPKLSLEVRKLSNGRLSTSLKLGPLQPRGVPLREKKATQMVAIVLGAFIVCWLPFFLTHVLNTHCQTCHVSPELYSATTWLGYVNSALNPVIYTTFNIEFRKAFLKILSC
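Cells expressing the human receptor were seeded at 1500 cells/well, incubated overnight at 37 degrees C in 5% CO2, then exposed to library compounds with dopamine controls for 90 minutes at 37 degrees C before luminescent detection.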
aSyn rescue: rescues yeast growth from alpha-synuclein toxicity. Yeast expressing alpha-synuclein, growth rescue, BacTiter-Glo, 24 h. Potency, µM (highest dose often 46.1 µM), without a hit: top-dose growth rescue (activation), usual class: activators. 0.14% of 370,000 active. AID 652106; further: potency means the concentration at half of the fitted maximal effect; % of control where 0% means no effect; nearly all actives have a fitted effect of over 65% in size
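Galactose-induced alpha-syn yeast (OD600=0.02, raffinose-pregrown) + pinned cpd, 24 hr, 30 deg C; growth by BacTiter-Glo luminescence. Growth restoration scores as activation.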
PTHR1 agonist: PTHR1 (human) receptor agonism. HEK293 GP2 PTHR1 cells, GloSensor cAMP luminescence, 1 h. Potency, µM (titrated, usually from 115 µM), inactives show at the top dose activation, usual class: activators. 0.075% of 410,000 active; further: potency means the concentration at half of the fitted maximal effect; nearly all actives have a fitted effect of over 55% in size; some results filed as inactive show a strong effect at the top dose; inactives centre near -15; many of its hits are not listed in these tables
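HEK-293-derived GP2 cells expressing PTHR1 and a GloSensor cAMP reporter, 3,000/well, plated overnight, given luciferin plus IBMX (each 0.5 mM as added) for 1 h at 37 °C, then compound for 1 h at 37 °C. Luminescence was read after 15 min at room temperature.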
GLP1R ag: GLP-1 receptor (human) agonism; HEK293 GLP-1R CRE-luciferase, luminescence, 4-6 h; cells express a hypersensitive GLP-1R form; Potency, µM (top dose mostly 45.6 µM), inactives show top-dose activation, most hits filed as activators; 0.007% of 380,000 active; further: potency means the concentration at half of the fitted maximal effect; % of control where 0% means no effect
TDP43 rescue: TDP-43 toxicity inhibition in yeast | TDP-43 expressing yeast growth rescue, BacTiter-Glo, 24 h | Potency, µM (top dose mostly 46.1 µM), for the others: at the highest dose growth rescue (activation), usual class: activators | 1.8% of 410,000 active | AID 652104; further: potency means the concentration at half of the fitted maximal effect; % of control where 0% means no effect; nearly all actives have a fitted effect of over 50% in size
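Yeast cells expressing TDP-43 under galactose induction are exposed to compounds for 24 hr at 30 deg C. BacTiter-Glo luminescence measures growth, so protective compounds score as activators.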
pAkt inh: inhibitors of Akt phosphorylation; Neuro2A IGF-stimulated pAkt S473 HTRF, 20 min; hits give low values; activity change, % for hits at 50 µM; 0.32% of 360,000 active; AID 651550; in the data active means activity change below about -80%; inconclusive means mostly about -51% to -80%; further: on the % scale 0 is the no-effect control and ±100 the full control effect
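Neuro2A cells in DMEM with 0.5% FBS, overnight at 37 deg C, given compound at single 50 µM final, then IGF (6 nM final) for 20 min at 37 deg C. Lysed; phospho-Akt Ser473 by HTRF after 24 h, 665/615 ratio.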
FUS yeast rescue: suppressors of FUS proteinopathy in yeast; S. cerevisiae FUS-expressing, growth rescue, OD600, 24 h; Potency, µM (highest dose often 76.6 µM), without a hit: top-dose growth rescue (activation), hits mostly activators; 0.24% of 390,000 active;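 further: potency means the concentration at half of the fitted maximal effect; plate controls were DMSO vehicle for no effect and reference control for full effect; nearly all actives have a fitted effect of over 55% in size; some results filed as inactive show a strong effect at the top dose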
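Absorbance at 600 nm, taken 24hr after compound addition, measured rescue of FUS-yeast growth at 30C. Induction used 2% galactose with seeding at OD 0.005. Controls: CP55940 from 92uM final, DMSO only.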
Abeta yeast res: restores growth of yeast expressing A-beta42 peptide | Potency, µM (highest dose often 46.1 µM), for inactives: at the top dose growth rescue, hits mostly activators | yeast expressing A-beta42, growth rescue, OD600, 48 h; response scale: 0% DMSO, 100% iron-clioquinol control | 0.063% of 410,000 active; further: potency means the concentration at half of the fitted maximal effect; nearly all actives have a fitted effect of over 55% in size
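Growth rescue measured by 600 nm absorbance after 48 h yeast culture at 30 C with compound. Values normalized between DMSO and an equimolar ferric chloride plus clioquinol control.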
The depositor's hits bear a star; i = inactive; ? = inconclusive; · = no result given; & = joins results of further samples; [ ] = another dose, or the depositor's remark. Unless noted, the call rests on the fitted dose curve; in most records, active means well fitted curve in the direction sought with a large enough effect; inconclusive means small, poorly fitted or top-dose-only effect, or another doubt; inactive means no such curve, though single readings can be large; an effect the other way counts as inactive or inconclusive.

SMILES	GLP-1R inv ag	DRD3 antagonist	aSyn rescue	PTHR1 agonist	GLP1R ag	TDP43 rescue	pAkt inh	FUS yeast rescue	Abeta yeast res
CCCNc1nc(C)c(C(C)=O)cc1C#N	33%[activator]	0	-1%	i	0%	-5%	i	-3%	-2%
O=C(CSc1nnc(CNC(=O)c2c(F)cccc2Cl)o1)Nc1cccc(F)c1	2%	·	·	6%	·	19%	·	-8%	-10%
COc1ccc(C2=NN(C(=O)CSc3ncccn3)C(c3ccc(C)cc3)C2)cc1 (configuration not stated)	?	4	12%	-17%	-3%	?	i	·	1%
COc1ccc(/C=C/C(=O)Nc2cccnc2)cc1OC	15%	-10	-6%	i	17%	5%	i	-10%	-8%
Cn1nnnc1SCC(=O)Nc1ccccc1C(=O)NC1CC1	5%	6	-9%	i	-5%	6%	i	-6%	-2%
S=C(NCCC1=CCCCC1)Nc1ccc(Cl)cc1	-26%	?	1%	-12%	11%	25%	i	·	-11%
COc1ccc(NS(=O)(=O)c2ccc(C)c(C(=O)NC3CCN(Cc4ccccc4)CC3)c2)cc1	?	-29	-10%	-34%	-1%	-10%	i	·	-2%
O=C(Nc1ccc(CN2CCOCC2)cc1)c1cccc(-c2cc3ccccc3oc2=O)c1	-10%	13	-1%	i	9%	-22%	i	37%	-16%
CCOC(=O)c1c(C)[nH]c(C(C)=NNC(=O)Cn2nc(C)cc2C)c1C	6%	-18	2%	i	4%	20%	i	-4%	0%
COc1ccc2[nH]c3c(c2c1)CCN1C(=O)C(CC(=O)NC/C=C(\C)CCC=C(C)C)C[C@H](C(=O)N(C(C)C)C(C)C)[C@@]31C (some centres not stated)	-23%	-9	4%	-8%	-3%	?	i	?	8%
CC(C)CCN1C(=O)c2ccc(C(=O)OCC(=O)N(C)C3CCS(=O)(=O)C3)cc2C1=O (configuration not stated)	37%	17	0%	i	4%	3%	i	17%	-5%
Cc1ccccc1OCC(=O)NCCS(=O)(=O)N1CCN(c2ccc(F)cc2)CC1	-9%	16	9%	-26%	-5%	?	i	16%	?
CCCNC(=O)C(Cc1ccccc1C)NC(=O)c1ccc(C(F)(F)F)cc1 (configuration not stated)	16%	46	-2%	i	-2%	21%	i	-10%	7%
O=S(=O)(c1ccc(Cl)cc1)N1CCC2(CC1)OCCO2	-1%	2	8%	-24%	-2%	-1%	i	-19%	-20%
CCOc1c(Cl)cc(C(=O)Nc2cccc(C(=O)O)c2)cc1Cl	?	11	2%	-38%	-4%	0%	i	-33%	3%
O=C(/C=C/c1ccco1)OCc1nnc(-c2ccccc2)o1	-14%	5	1%	-10%	15%	25%	i	2%	14%
Cc1ccc(NC(=O)/C(C#N)=C/c2ccsc2)c(C)c1	2%	11	0%	-3%	-1%	-1%	i	·	12%
CC(NCCN(C)C)C(=O)C12CC3CC(CC(C3)C1)C2 (configuration not stated)	?	-21	-2%	i	-5%	17%	i	6%	8%
Cc1nn(-c2ccc(Cl)cc2)c2nc(-c3cccnc3)cc(C(F)(F)F)c12	3%	·	·	2%	·	18%	·	-29%	7%
S=C(NCC1CCCO1)Nc1ccc(Cl)cc1 (configuration not stated)	17%	0	2%	i	1%	19%	i	·	13%
CCC(C)[C@H](NC(=O)NCc1ccco1)C(=O)O (some centres not stated)	6%	-7	-1%	i	-11%	-20%	i	18%	-2%
Cc1ccc2nc3c(cc2c1)c(NC(=O)c1cccnc1)nn3C	28%	-26	-11%	0%[57.5 µM]	3%	-4%	i	19%	14%
Cc1ccc(OCc2cc(C(=O)N(C)C3CCCc4ccccc43)no2)cc1C (configuration not stated)	11µM*	-6	8%	-31%	7%	-12%	i	22%	0%
CCn1c(=O)n(CC)c2cc(N3CCCC3)c(NC(=O)c3ccccc3F)cc21	15%	4	-5%	-12%	12%	10%	i	-12%	-3%
CC1(C)CC(=O)c2c(O)cc(OCc3ccc([N+](=O)[O-])cc3)cc2O1	0%	-9	-6%	-14%	1%	-5%	i	·	21%
New compounds follow
SMILES	GLP-1R inv ag	DRD3 antagonist	aSyn rescue	PTHR1 agonist	GLP1R ag	TDP43 rescue	pAkt inh	FUS yeast rescue	Abeta yeast res
Cc1ccccc1NC(=O)c1ccccc1NS(=O)(=O)c1cccc2cccnc12	-1%	?	12%	i	-27%	?	i	15%	1%
CC(=O)Cn1ncc(N2CCOCC2)cc1=O	3%	6	2%	i	-2%	13%	i	-12%	3%
COc1cc(-c2nc3c(c(C)nn3-c3ccccc3)c3cc(OC)c(OC)cc23)ccc1O	9%	9	8%	-21%	5%	11%	i	-8%	-3%
COc1cc(NS(=O)(=O)c2ccc(NC(=O)/C=C/c3cccc([N+](=O)[O-])c3)cc2)ncn1	0%	-6	5%	-17%	1%	-5%	i	21%	6%
Cc1ccc(-n2c(=O)c3oc4ccccc4c3n(Cc3cccc(F)c3)c2=O)cc1C	?	·	·	?	·	10%	·	?	-5%
CCC(=O)N1CCc2cc(S(=O)(=O)N3CCN(c4ccccc4)CC3)ccc21	0%	13	8%	-18%	4%	15%	·	-18%	-26%
O=C(c1cccc(S(=O)(=O)Nc2ccc(Br)cc2)c1)N1CCC1	-27%	-2	-1%	i	-1%	0%	i	16%	4%
COc1cccc(C(=O)Nc2ccc(NC(C)=O)cc2)c1	6%	19	2%	i	6%	-7%	i	14%	5%
COc1ccc(N(C)C(=O)CC2(CC(=O)O)CCCCC2)cc1	-2%	11	1%	-3%[57.5 µM]	-4%	0%	i	6%	26%
CN(C(=O)c1cc(-c2ccccc2O)on1)c1ccccc1	-14%	·	·	-39%[inhibitor]	·	26%	·	2%	6%
CCc1ccccc1NC(=O)CN(c1ccc(OC)cc1)S(=O)(=O)c1c(C)n[nH]c1C	?	·	·	-23%	0%	15%	·	12%	-5%
COc1ccc(S(=O)(=O)NCc2ccco2)cc1C(=O)N1CCOCC1	11%	-5	-4%	i	1%	20%	i	7%	0%
Cc1ccc(NC(=O)C2CCC(CNc3c(N4CCC(C)CC4)c(=O)c3=O)CC2)cc1F (configuration not stated)	-5%	8	-9%	i	1%	-4%	i	-7%	9%
COc1cc(NC(=O)CSc2nc(C)c(C)c(C)n2)cc(OC)c1	59%[activator]	-6	12%	-10%	19%	27%	i	15%	-20%
CC(=O)Nc1ccc(CN2C(=O)C(C)(C)ON=C2c2ccc(NC(C)=O)cc2)cc1	17%	0	-3%	-12%	2%	5%	i	-12%	-17%
CC1CN(c2ccc([N+](=O)[O-])cn2)CC(C)O1 (configuration not stated)	-9%	3	1%	-48%[inhibitor]	3%	5%	i	-4%	6%
O=C(N[C@@H](Cc1ccccc1)C(=O)NC1CC1)c1ccc(Cl)cc1	?	4	-11%	-23%	14%	1%	i	5%	-18%
Cc1ccc(S(=O)(=O)N2CCCC2C(=O)NCCc2nc3ccccc3[nH]2)cc1 (configuration not stated)	?	9	-6%	i	2%	4%	i	4%	17%
CC1CCCCN1S(=O)(=O)c1ccc(C(=O)Nc2nnc(-c3ccccc3Cl)o2)cc1 (configuration not stated)	?	-71*	6%	-9%[57.5 µM]	-16%	0%	i	32%	0%
CCOCCn1c(C(C)O)nc2ccccc21 (configuration not stated)	3%	18	-9%	-10%[57.5 µM]	4%	6%	i	3%	7%
COc1ccc(NC(=O)CN2CCN(c3ccccc3F)CC2)c(OC)c1	-7%	·	·	-30%[inhibitor]	·	15%	·	-15%	11%
COCCn1c(SCC(=O)Nc2nnc(C)s2)nnc1-c1ccco1	-8%[7.66 µM]	5	1%	-11%	4%	-9%[9.22 µM]	i	2%	-12%
COc1ccccc1-c1ccc2nnc(SC)n2n1	6%	19	-2%	i	15%	23%	i	-13%	·
Cc1coc2c(C)c3oc(=O)c(CCC(=O)NCCCN4CCOCC4)c(C)c3cc12	19%	-10	1%	-12%	8%	8%	i	-10%	-12%
COc1ccccc1Cc1c(-c2ccc(OC)c(OC)c2)nc2ccc(C)cn12	0%	48	-1%	i	?	3%	i	9%	8%
(further entries)
SMILES	GLP-1R inv ag	DRD3 antagonist	aSyn rescue	PTHR1 agonist	GLP1R ag	TDP43 rescue	pAkt inh	FUS yeast rescue	Abeta yeast res
Nc1ccc(S(=O)(=O)Nc2nccs2)cc1N=Nc1ccccc1[N+](=O)[O-]	66%[activator]	4	-1%	-18%	11%	-9%	i	34%	-23%
CCN(CC)S(=O)(=O)c1ccc(OC)c(NC(=O)CSCc2c(C)noc2C)c1	7%	0	-11%	i	8%	0%	i	30%	-1%
CCOC(=O)c1sc(NCc2ccco2)c(-c2nc3ccccc3s2)c1N	23%	5	-8%	i	5%	-2%	i	4%	-11%
O=C(NC(=S)Nc1ccc(S(=O)(=O)N2CCCC2)cc1)C1CCC1	-6%	1	-15%	-19%	11%	?	i	-2%	-1%
Cc1cc(Cl)ccc1OCCn1cncn1	4%	22	3%	i	3%	?	i	-36%	4%
O=c1c(O)c(-c2cc(O)c(O)c(O)c2)oc2cc(O)cc(O)c12	-20%	0	10%&4%&-1%&0%&-1%	-21%	-5%	-8%	i	-25%	-14%
Cc1cc(C)n2c(SC/C(O)=C(\C#N)c3nc4ccccc4[nH]3)nnc2n1	0%	-8	-2%	21%	5%	-6%	i	?	15%
OC(COCc1ccccc1F)CN1CCCCC1 (configuration not stated)	4%	30	-9%	i	-7%	-13%	i	-4%	-21%
COc1cc2c(cc1OC)C(C(=O)O)C(c1cc(Br)c(O)c(OC)c1)N(C)C2=O (configuration not stated)	10%	14	4%	i	-9%	17%	i	0%	22%

Reformatted in CSV form: 2 of the compounds above
smiles,GLP-1R inv ag,DRD3 antagonist,aSyn rescue,PTHR1 agonist,GLP1R ag,TDP43 rescue,pAkt inh,FUS yeast rescue,Abeta yeast res
OC(COCc1ccccc1F)CN1CCCCC1 (configuration not stated),4%,30,-9%,i,-7%,-13%,i,-4%,-21%
COc1cc2c(cc1OC)C(C(=O)O)C(c1cc(Br)c(O)c(OC)c1)N(C)C2=O (configuration not stated),10%,14,4%,i,-9%,17%,i,0%,22%

These rows are one share of the data; count on the stated rates, not on these rows.
